CF NFkB inh: blocks PAF-induced NF-kB reporter in cystic fibrosis cells. 0.86% of 360,000 active. KKLEB NF-kB-GFP reporter, GFP fluorescence overnight. inhibition, % at 5 µM;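 active means at least 50% inhibition at 5 µM, scaled per plate between neutral and stimulator controls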;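 further: PAF is a Pseudomonas aeruginosa culture filtrate used as stimulus; plate controls were PAF-stimulated DMSO wells for no effect and unstimulated DMSO wells for full effect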
Vif imaging: inhibitors of HIV Vif; HEK293T cells, Vif self-association by quenched fluorescence, imaging, 24 h; inhibition, % at 7.49 µM; 0.35% of 340,000 active; in the data active means inhibition above about 50%, passing the limit was not always enough; further: some results filed as inactive read as strong as hits
KKLEB cytotox: counter-screen for CF NF-kB inhibitors: cytotoxicity; KKLEB CF airway cells viability, ATPlite luminescence, overnight; active compounds read low; cells stimulated with P. aeruginosa culture filtrate; activity change (cytotoxicity), % at 5 µM; 0.36% of 360,000 active;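 active means corrected activity change at or below -50% at 5 µM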
CaV13 FRET inh: Disruptors of the CACNA1D IQ motif to Ca2+-dependent inactivation inhibitor domain association, primary screening, Förster resonance energy transfer in intact living …; HEK cells, CFP/YFP FRET ICDI-IQ, plate reader, 10 min; percent FRET-ratio fall versus neutral wells; inhibition, % at 12.3 µM; 0.098% of 340,000 active; AID 743397;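 active means mean replicate inhibition of at least 30% and at least 1% of replicates passing that level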;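 further: 0% = median of the neutral control wells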
NR2E3 ag-1: activates human photoreceptor nuclear receptor NR2E3; Q9Y5X4; 0.12% of 320,000 active; GST-NR2E3/biotin-RetCOR TR-FRET, 1536-well; AID 2300; inhibition of corepressor binding, % at 4.78 µM;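 active means percent inhibition above the cutoff of mean plus 3 SD of all tested compounds, set per screening campaign, cut at about 20% in these data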;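 further: 0% = DMSO wells and 100% = biotin wells as full block of FRET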
Target sequence (Q9Y5X4 whole entry, looked up): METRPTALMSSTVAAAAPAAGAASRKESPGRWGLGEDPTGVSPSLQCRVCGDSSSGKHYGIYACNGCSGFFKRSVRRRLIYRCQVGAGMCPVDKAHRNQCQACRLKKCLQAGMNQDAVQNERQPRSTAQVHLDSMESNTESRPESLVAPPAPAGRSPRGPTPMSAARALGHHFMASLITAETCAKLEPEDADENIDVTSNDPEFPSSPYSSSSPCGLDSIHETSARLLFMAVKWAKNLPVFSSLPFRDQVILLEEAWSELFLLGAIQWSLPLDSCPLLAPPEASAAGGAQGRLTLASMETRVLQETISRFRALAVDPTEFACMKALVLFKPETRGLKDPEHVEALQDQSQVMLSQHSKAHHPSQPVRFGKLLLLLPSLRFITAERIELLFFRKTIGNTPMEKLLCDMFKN
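Material: NR2E3–RetCOR corepressor complex | Quantity: 1.35 nM GST-tagged NR2E3 final | Schedule: 5 h at 4 °C | Replication: Singlicate compound wells | Reagent: RetCOR corepressor, biotinylated, 7 nM | Controls: Biotin wells as high control, 0.6% DMSO wells as low control | Signal: TR-FRET, Eu(K)-anti-GST donor, streptavidin-D2 acceptor, ex 340, em 617/671 nm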
Shn3 inh set2: Schnurri-3 reporter inhibition in Clone20 osteoblasts. 0.52% of 360,000 active. Clone20 osteoblast Shn3 3'UTR firefly luciferase, 24 h. inhibition, % at 12.5 µM;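 active means mean inhibition of at least 75% with every replicate also reaching 75%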;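 further: 0% = median of neutral control wells and 100% = pilot-screen positive control compound; some compounds past the cut are filed as inactive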
PDI turbidity: inhibitors of human protein disulfide isomerase | inhibition, % at 10 µM | AID 588391 | P07237 | PDI insulin aggregation turbidity, A650, 90 min | 0.052% of 350,000 active;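 active means mean inhibition across replicates of 30% or more, whatever share of single replicates reach that level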;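 further: absorbance from insulin aggregation driven by PDI reduction with DTT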
Target sequence (P07237 whole entry, looked up): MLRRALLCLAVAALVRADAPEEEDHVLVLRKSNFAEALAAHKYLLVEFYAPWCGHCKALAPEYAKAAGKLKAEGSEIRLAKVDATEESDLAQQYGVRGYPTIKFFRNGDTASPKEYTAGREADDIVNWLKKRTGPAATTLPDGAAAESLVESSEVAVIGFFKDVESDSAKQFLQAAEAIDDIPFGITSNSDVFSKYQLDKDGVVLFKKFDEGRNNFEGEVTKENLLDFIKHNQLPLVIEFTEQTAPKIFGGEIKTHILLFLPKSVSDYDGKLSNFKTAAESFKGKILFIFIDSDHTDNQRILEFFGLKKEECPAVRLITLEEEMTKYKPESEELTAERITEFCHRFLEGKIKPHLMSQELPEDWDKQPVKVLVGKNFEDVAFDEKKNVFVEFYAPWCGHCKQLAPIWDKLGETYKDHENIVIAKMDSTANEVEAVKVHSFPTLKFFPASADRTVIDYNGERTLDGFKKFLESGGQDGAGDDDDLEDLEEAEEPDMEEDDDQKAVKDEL
TRPM1 prom inh: inhibitors of MITF-driven TRPM1 promoter in melanoma cells | SK-MEL-5 TRPM1 promoter luciferase, 24 h | inhibition, % at 12.5 µM | 0.83% of 330,000 active | AID 488899;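 active means mean inhibition across replicates of 60% or more, whatever share of single replicates reaches that level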; further: values of inactives mirror those of a sister screen read the other way
HIF-2a block: blocks HIF-2a reporter activity | inhibition, % at 18.8 µM | AID 624352 | 786-0 RCC cells HIF-2a reporter, luciferase luminescence, overnight | 0.72% of 360,000 active;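 active means inhibition of the luminescence signal of 40% or more relative to plate controls, in a single-dose primary screen at 18.75 µM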
Peg3 promoter: reduces Peg3 promoter-driven luciferase expression in HeLa | HeLa PEG-Prom luciferase reporter, luminescence, overnight | inhibition, % at 20 µM | 1.7% of 360,000 active;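 active means inhibition of at least 50% at 20 µM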
NR2E3 ag-2: human photoreceptor-specific nuclear receptor agonism | Q9Y5X4 | 0.35% of 360,000 active | AID 602229 | inhibition of corepressor binding, % at 3.98 µM | CHO-S Gal4-NCOR/VP16-NR2E3 two-hybrid, luciferase;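 active means inhibition above the mean of all tested compounds plus 3 SD, cut at about 70% in these data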;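 further: 0% = DMSO with NR2E3 transfected cells and 100% = cells lacking NR2E3 construct; higher means lower luciferase signal from less NR2E3 corepressor binding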
* hit, by the source's call.

Screening CCOc1ccc(CN(CC)C(=O)Cc2c[nH]c3ccccc23)cc1OC returned CF NFkB inh 11, Vif imaging -11, KKLEB cytotox -7, CaV13 FRET inh -4, NR2E3 ag-1 -1, Shn3 inh set2 12, PDI turbidity 1, TRPM1 prom inh 14, HIF-2a block 17, Peg3 promoter 13 and NR2E3 ag-2 -17.
`CCC(C)(C)NC(=O)C(c1cccnc1)N(C(=O)c1csnn1)c1ccc(C)cc1` (configuration not stated) gave CF NFkB inh 1, Vif imaging 5, KKLEB cytotox 8, CaV13 FRET inh -6, NR2E3 ag-1 0, Shn3 inh set2 -39, PDI turbidity 10, HIF-2a block 9, Peg3 promoter 3 and NR2E3 ag-2 0.
Screening COc1ccc(NCCC(O)c2ccc(Cl)cc2)cc1 (configuration not stated) returned CF NFkB inh -8, Vif imaging 16, KKLEB cytotox 0, CaV13 FRET inh -3, NR2E3 ag-1 -2, Shn3 inh set2 7, PDI turbidity 10, TRPM1 prom inh -5, HIF-2a block -10, Peg3 promoter -8 and NR2E3 ag-2 -20.
For c1ccc(CCc2ccccc2-c2nc(-c3ccccn3)no2)cc1 the results were CF NFkB inh 1, Vif imaging 7, KKLEB cytotox -3, NR2E3 ag-1 3, Shn3 inh set2 0, PDI turbidity -9, TRPM1 prom inh -25, HIF-2a block -73, Peg3 promoter -15 and NR2E3 ag-2 -6.
For O=C(COC(=O)c1ccc(Cl)nc1)Nc1ncc(Cl)cc1Cl the results were CF NFkB inh -8, Vif imaging 7, KKLEB cytotox 6, CaV13 FRET inh -2, NR2E3 ag-1 2, Shn3 inh set2 -7, PDI turbidity -1, TRPM1 prom inh -13, HIF-2a block 14, Peg3 promoter 15 and NR2E3 ag-2 -22.
CCCCCOc1ccc(CN2CCOCC2)cc1Cl was read as CF NFkB inh -17, Vif imaging -4, KKLEB cytotox 9, CaV13 FRET inh -4, NR2E3 ag-1 5, Shn3 inh set2 -126, PDI turbidity 0, TRPM1 prom inh -52, HIF-2a block -185, Peg3 promoter -231 and NR2E3 ag-2 -85.
Screening Cc1cc(O)c(N=Nc2ccc(C(=O)O)cc2)cc1C returned CF NFkB inh 11, Vif imaging 24, KKLEB cytotox 0, CaV13 FRET inh -5, Shn3 inh set2 -29, PDI turbidity 3, TRPM1 prom inh -23, HIF-2a block -117, Peg3 promoter -93 and NR2E3 ag-2 -128.
Cc1oc(-c2cccs2)cc1C(=O)N1CCC(C)(C(=O)NS(=O)(=O)C2CC2)C1 (configuration not stated) was read as CF NFkB inh 12, Vif imaging -8, KKLEB cytotox -1, CaV13 FRET inh -5, Shn3 inh set2 -2, PDI turbidity -6, HIF-2a block 0, Peg3 promoter 5 and NR2E3 ag-2 -14.
Screening CC1CCN(C(=O)COC(=O)c2ccc3c(c2)OCO3)CC1 returned CF NFkB inh 11, Vif imaging 10, KKLEB cytotox 2, CaV13 FRET inh -6, NR2E3 ag-1 1, Shn3 inh set2 -39, PDI turbidity 3, TRPM1 prom inh -65, HIF-2a block -204, Peg3 promoter -186 and NR2E3 ag-2 -72.
O=C(CN(Cc1ccc2c(c1)OCO2)C(=O)CNS(=O)(=O)c1ccccc1)NCc1ccco1 was read as CF NFkB inh -8, Vif imaging 7, KKLEB cytotox -2, CaV13 FRET inh -5, NR2E3 ag-1 -1, Shn3 inh set2 0, PDI turbidity -2, TRPM1 prom inh 1, HIF-2a block 5, Peg3 promoter 15 and NR2E3 ag-2 -4.
`CSc1ncccc1C(=O)N1CCCC(CCC(=O)NCc2ccccc2F)C1` (configuration not stated) gave CF NFkB inh 1, Vif imaging -3, KKLEB cytotox 13, CaV13 FRET inh -5, NR2E3 ag-1 0, Shn3 inh set2 0, PDI turbidity -4, TRPM1 prom inh 11, HIF-2a block 3, Peg3 promoter 2 and NR2E3 ag-2 -2.
For CC(C(=O)c1ccccc1)[n+]1cccc(Br)c1 (configuration not stated) the results were CF NFkB inh -2, Vif imaging -3, KKLEB cytotox -1, CaV13 FRET inh -16, NR2E3 ag-1 5, Shn3 inh set2 7, PDI turbidity -10, TRPM1 prom inh -1, HIF-2a block 9, Peg3 promoter 15 and NR2E3 ag-2 -32.
`CCOc1ccc(NC(=O)Cn2nnc(-c3ccc(C(N)=O)cc3)n2)cc1S(=O)(=O)N1CCCC1` gave CF NFkB inh -15, Vif imaging 3, KKLEB cytotox 11, CaV13 FRET inh -7, Shn3 inh set2 0, PDI turbidity -21, TRPM1 prom inh -22, HIF-2a block -32, Peg3 promoter -57 and NR2E3 ag-2 19.
For CCOc1ccc(C(=O)N2CCN(S(=O)(=O)c3ccc4c(c3)OCCO4)CC2)cc1OCC the results were CF NFkB inh 24, KKLEB cytotox -9, CaV13 FRET inh -6, Shn3 inh set2 -1, PDI turbidity 1, TRPM1 prom inh 0, HIF-2a block 10, Peg3 promoter 12 and NR2E3 ag-2 9.
`Cc1cccc(OCC(=O)Nc2ccc3c(c2)OCCO3)c1` gave CF NFkB inh -7, Vif imaging 29, KKLEB cytotox -4, CaV13 FRET inh -4, NR2E3 ag-1 -4, Shn3 inh set2 -74, PDI turbidity 3, TRPM1 prom inh -80, HIF-2a block -274, Peg3 promoter -300 and NR2E3 ag-2 5.
CCCOc1ccc(C(=O)NCCCn2ccnc2)cc1 was read as CF NFkB inh -7, Vif imaging -8, KKLEB cytotox 1, NR2E3 ag-1 5, Shn3 inh set2 -23, PDI turbidity 6, TRPM1 prom inh 6, HIF-2a block -1, Peg3 promoter -4 and NR2E3 ag-2 -2.
Screening CC1(C(=O)NS(=O)(=O)c2cccc(F)c2)CCN1C(=O)CCC1CCCC1 (configuration not stated) returned CF NFkB inh -16, Vif imaging 3, KKLEB cytotox 7, CaV13 FRET inh -5, Shn3 inh set2 12, PDI turbidity -19, HIF-2a block 3, Peg3 promoter -1 and NR2E3 ag-2 -4.
For CC(=O)Nc1ccc(N=Cc2ccc(OCc3ccccc3)cc2)cc1 the results were CF NFkB inh -37, Vif imaging 1, KKLEB cytotox 12, CaV13 FRET inh -5, NR2E3 ag-1 1, Shn3 inh set2 -19, PDI turbidity 4, TRPM1 prom inh -64, HIF-2a block -179, Peg3 promoter -179 and NR2E3 ag-2 -51.
`COc1cccc(/C=N/NC(=O)CNC(=O)/C=C\c2ccccc2)c1O` gave CF NFkB inh 0, Vif imaging -6, KKLEB cytotox -3, CaV13 FRET inh -7, NR2E3 ag-1 0, Shn3 inh set2 90*, PDI turbidity 4, TRPM1 prom inh 55, HIF-2a block -6, Peg3 promoter 20 and NR2E3 ag-2 4.
`COC(=O)C(=Cc1ccc(-c2ccsc2C(=O)OC)o1)C(=O)OC` gave CF NFkB inh 0, Vif imaging -2, KKLEB cytotox -23, CaV13 FRET inh 4, NR2E3 ag-1 -1, Shn3 inh set2 -70, PDI turbidity -1, TRPM1 prom inh -52, HIF-2a block -212, Peg3 promoter -114 and NR2E3 ag-2 0.

The last 2 entries of the part above open the next one:
`COc1cccc(/C=N/NC(=O)CNC(=O)/C=C\c2ccccc2)c1O` gave CF NFkB inh 0, Vif imaging -6, KKLEB cytotox -3, CaV13 FRET inh -7, NR2E3 ag-1 0, Shn3 inh set2 90*, PDI turbidity 4, TRPM1 prom inh 55, HIF-2a block -6, Peg3 promoter 20 and NR2E3 ag-2 4.
`COC(=O)C(=Cc1ccc(-c2ccsc2C(=O)OC)o1)C(=O)OC` gave CF NFkB inh 0, Vif imaging -2, KKLEB cytotox -23, CaV13 FRET inh 4, NR2E3 ag-1 -1, Shn3 inh set2 -70, PDI turbidity -1, TRPM1 prom inh -52, HIF-2a block -212, Peg3 promoter -114 and NR2E3 ag-2 0.
Screening Cc1nn2c(NCc3cccnc3)c3c(nc2c1-c1ccccc1)CCC3 returned CF NFkB inh 21, Vif imaging 0, KKLEB cytotox -8, CaV13 FRET inh -11, NR2E3 ag-1 5, Shn3 inh set2 7, PDI turbidity -5, TRPM1 prom inh -15, HIF-2a block 33, Peg3 promoter 18 and NR2E3 ag-2 -7.
CC(C)(C)C(=O)Nc1ccc(Cc2ccncc2)cc1 was read as CF NFkB inh -11, Vif imaging -6, KKLEB cytotox 0, CaV13 FRET inh -3, NR2E3 ag-1 8, Shn3 inh set2 -1, PDI turbidity 1, TRPM1 prom inh 3, HIF-2a block 9, Peg3 promoter 4 and NR2E3 ag-2 26.
CCCCCCCC1CC(/C(C)=N/NC(N)=O)OC1=O (configuration not stated) was read as CF NFkB inh 7, Vif imaging -12, KKLEB cytotox 11, CaV13 FRET inh -6, NR2E3 ag-1 1, Shn3 inh set2 -7, PDI turbidity -15, TRPM1 prom inh -5, HIF-2a block 10, Peg3 promoter 7 and NR2E3 ag-2 10.
Screening O=C(Nc1cccc(C(=O)N2CCN(Cc3ccccc3)CC2)c1)c1ccccc1 returned CF NFkB inh 15, Vif imaging -10, KKLEB cytotox 4, CaV13 FRET inh -5, NR2E3 ag-1 2, Shn3 inh set2 12, PDI turbidity 5, TRPM1 prom inh 4, HIF-2a block 12, Peg3 promoter 18 and NR2E3 ag-2 -30.
`CCN(Cc1ccccc1)C(=O)c1oc2ccc(S(=O)(=O)N3CCOCC3)cc2c1C` gave CF NFkB inh -16, Vif imaging -1, KKLEB cytotox -15, CaV13 FRET inh -5, NR2E3 ag-1 0, Shn3 inh set2 18, PDI turbidity 7, TRPM1 prom inh -2, HIF-2a block 20, Peg3 promoter 25 and NR2E3 ag-2 -15.
Cc1cccc(N(CC(=O)N/N=C/c2ccc(C(=O)O)cc2)S(=O)(=O)c2ccccc2)c1C was read as CF NFkB inh -15, Vif imaging 32, KKLEB cytotox 6, CaV13 FRET inh -13, NR2E3 ag-1 2, Shn3 inh set2 -15, PDI turbidity 4, HIF-2a block 16, Peg3 promoter 1 and NR2E3 ag-2 -23.
CCOC(=O)/C=C/C(=O)Nc1ccc(S(=O)(=O)Nc2cc(OC)nc(OC)n2)cc1 was read as CF NFkB inh 8, Vif imaging -4, KKLEB cytotox 11, CaV13 FRET inh -5, Shn3 inh set2 7, PDI turbidity -1, HIF-2a block -4, Peg3 promoter -4 and NR2E3 ag-2 -26.
For O=C1CN(C(=O)c2ccccc2Br)C(c2ccc(F)cc2)c2cc(F)ccc2N1 (configuration not stated) the results were CF NFkB inh 7, Vif imaging 0, KKLEB cytotox 9, CaV13 FRET inh -4, NR2E3 ag-1 -1, Shn3 inh set2 20, PDI turbidity 6, TRPM1 prom inh -15, HIF-2a block 21, Peg3 promoter 13 and NR2E3 ag-2 20.
For Cc1ccccc1OCCC(=O)OCC(=O)Nc1ccc(N2CCOCC2)cc1 the results were CF NFkB inh 48, Vif imaging -10, KKLEB cytotox -16, CaV13 FRET inh -11, NR2E3 ag-1 1, Shn3 inh set2 -9, PDI turbidity 11, TRPM1 prom inh 6, HIF-2a block 17, Peg3 promoter 19 and NR2E3 ag-2 -9.
Cc1c(NS(=O)(=O)c2cc(C(=O)NCCc3ccc(F)cc3)cc(Cl)c2Cl)c(=O)n(-c2ccccc2)n1C was read as CF NFkB inh -1, Vif imaging -6, KKLEB cytotox -2, CaV13 FRET inh -4, Shn3 inh set2 7, PDI turbidity -2, TRPM1 prom inh 1, HIF-2a block -1, Peg3 promoter 6 and NR2E3 ag-2 3.
